MBNL1-CUG inh – qHTS Assay for Inhibitors of MBNL1-poly(CUG) RNA binding; Potency, µM (titrated, usually from 57.5 µM), for inactives: top-dose activity change, negative = inhibition, usual class: inhibitors; actives 0.036% (n = 280,000); Muscleblind-like protein 1 (Homo sapiens), Q9NR56; TR-FRET MBNL1-His/biotin-(CUG)12 binding, 665/545 ratio; AID 2675, 2010; active = well fitted inhibition curve with a large enough effect in the signal ratio, with a control signal flat, not every such curve was filed as active; inconclusive = small, poorly fitted or top-dose-only effect, or effect the other way, or a change in a side signal; inactive = no such curve, though single readings can be large or run the other way; the % refers to the signal ratio; note: potency is the fitted concentration of half-maximal effect; % is set by controls: 0 for no effect and ±100 for the full control effect
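TR-FRET readout: Ex 340 nm, 665/545 nm emission ratio, normalized to buffer-only (basal) and MBNL1-(CUG)12 controls. Complex of MBNL1-His with Biotin-(CUG)12, compounds 92 nM–58 uM, incubated 60 min at room temperature.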
KCNH2 WT inh – qHTS for Inhibitors of KCHN2 3.1: Wildtype qHTS | U2OS, BacMam KCNH2, thallium flux FluxOr; active compounds read low | activity change, % at 1.84 µM | actives 0.37% (n = 340,000) | AID 720551, 2013;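 active = maximum activity change below -70%; inconclusive = maximum activity change between -70% and -50%; inactive = maximum activity change above -50%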; note: % is set by controls: 0 for no effect and ±100 for the full control effect
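U2OS cells were transduced with wild-type KCNH2 virus (2.03 x 10^8 / mL) for 4 h at room temperature, then cultured overnight at 37 C. Thallium flux was read with FluxOr dye. Rate constants were normalized to DMSO controls.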
GALK inh – qHTS Assay for Inhibitors of Human Galactokinase (GALK) | AID 1868, 2009 | Potency, µM (series often up to 57.5 µM), for the others: top-dose activity change, negative = inhibition, hits mostly inhibitors | Purified GALK, Kinase-Glo residual ATP luminescence | P51570 | actives 0.007% (n = 270,000); note: potency is the fitted concentration of half-maximal effect; % is set by controls: 0 for no effect and ±100 for the full control effect
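The enzyme phosphorylates galactose (100 uM) using ATP (35 uM); inhibition is detected as higher residual ATP, quantified by bioluminescence after 1 h reaction at room temperature, pH 8.0.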
AT treatment – qHTS Assay for Identifying a Potential Treatment of Ataxia-Telangiectasia; AID 485349, 2010; Potency, µM (titrated, usually from 57.5 µM), without a hit: at the highest dose activation, hits mostly activators; actives 0.19% (n = 320,000); […] A-T fibroblasts, KAP-1 phosphorylation AlphaLISA; neocarzinostatin DNA damage 30 min before lysis; note: potency is the fitted concentration of half-maximal effect; % of control where 0% means no effect; nearly all actives have a fitted effect of over 45% in size
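hTERT-immortalized A-T patient fibroblasts ([…]), 500 cells/well in OPTI-MEM, 1% FBS, got compounds for 60 min, then NCS for 30 min at 37C. Lysates were then assayed for phospho-KAP-1 by AlphaLISA (anti-pKAP1 donor, anti-KAP1 acceptor beads), 6 hr at 25C.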
ASM inhibitor – Inhibitors of Secretory Acid Sphingomyelinase (S-ASM): qHTS; AID 504937, 2011; Potency, µM (highest dose often 57.5 µM), for the others: at the highest dose activity change, negative = inhibition, actives largely listed as inhibitors; actives 0.006% (n = 340,000); placental ASM, HMU-PC fluorogenic substrate, 60 min; note: potency is the fitted concentration of half-maximal effect
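HMU-PC0 cleavage (9 uM final) by human placental ASM, 60 min at 37 °C following 10 min compound exposure at RT; stopped at pH 10, fluorescence Ex 386/Em 447 nm.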
CXXC DNA block – qHTS Fluorescence Polarization Assay for Inhibitors of MLL CXXC domain - DNA interaction; actives 0.037% (n = 290,000); MLL-CXXC / FITC-HOXA9 DNA fluorescence polarization; Potency, µM (highest dose often 115 µM), without a hit: at the highest dose activity change, negative = inhibition, most hits filed as inhibitors; Histone-lysine N-methyltransferase 2A (Homo sapiens), Q03164; active = well fitted inhibition curve with a large enough effect in the polarisation, with a control signal flat, not every such curve was filed as active; inconclusive = small, poorly fitted or top-dose-only effect, or effect the other way, or a change in a side signal; inactive = no such curve, though single readings can be large or run the other way; the % refers to the polarisation; note: potency is the fitted concentration of half-maximal effect
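Steps: dispense CXXC domain solution (7 uM) → pin compounds or unlabeled HOX-A9 DNA control → 5 min ambient → add FLSN-HOX-A9 solution (50 nM) → spin → 30 min ambient → fluorescence polarization. Tris pH 7.5/NaCl/DTT/BSA buffer.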
KCNH2 3.1 inh – qHTS for Inhibitors of KCHN2 3.1: Mutant qHTS; Potassium voltage-gated channel subfamily H member 2, brain isoform KCNH2 3.1 (human); U2OS KCNH2 3.1, thallium flux FluxOr; active compounds read low; activity change, % (tested at about 1.8 µM); actives 0.95% (n = 340,000);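 active = maximum activity change below -70%; inconclusive = maximum activity change from -70% to -50%; inactive = maximum activity change above -50%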;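 note: thallium influx rate constant from kinetic fluorescence after stimulation buffer; % is set by controls: 0 for no effect and ±100 for the full control effect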
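Thallium flux via FluxOr fluorescence (Red40 quencher, 45 min loading) in U2OS cells virally expressing the KCNH2 3.1 isoform (1.77 x 10^8 /mL virus, overnight at 37 C). Rate constants from 2-min kinetic reads post-stimulation, normalised to positive and negative controls.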
TRPV1 ag – HTS Assay for Compounds that Act as Agonists of the Vanilloid Receptor 1; Transient receptor potential cation channel subfamily V member 1 (Homo sapiens), Q8NER1; TRPV1-expressing cells, Fluo-8 calcium influx, agonist mode; activation, % at 8.33 µM; actives 0.19% (n = 320,000); in the data active = activation above about 80%; inconclusive = between about 30% and that limit; note: 0% is about no effect
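Cells expressing TRPV1 were dye-loaded with Fluo-8 and read kinetically: 10 s baseline, 3 min after compound (agonist portion), then 2 min after EC20 capsaicin (allosteric enhancer portion). Calcium-bound dye fluorescence at 480/520 nm.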
Coupling enz – qHTS Assay for Inhibitors of Fructose-1,6-bisphosphate Aldolase from Giardia Lamblia: Coupling assay counterscreen | coupling enzyme system counterscreen, AmpLite Red fluorescence | actives 0.67% (n = 290,000) | activity change, negative = inhibition, % at 58.2 µM, hits read low; in the data active = activity change below about -30%; note: % is set by controls: 0 for no effect and ±100 for the full control effect
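First, compound is pin-transferred into glyceraldehyde-3-phosphate coupling-enzyme reagent at 57.5 uM final and held 10 min at RT. Next, substrate, coupling system and AmpLite Red are added. After 20 min RT, fluorescence (525/598 nm) is read.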
Integrin act MD – qHTS for Activators of Integrin-Mediated Alleviation for Muscular Dystrophy. alpha7betagal myoblasts, beta-gal FDG fluorescence, 48 h. actives 0.064% (n = 350,000). Potency, µM (top dose mostly 38.3 µM), for the others: at the highest dose activation, usual class: activators;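 note: potency is the fitted concentration of half-maximal effect; 100% = response of the positive control SU9516; nearly all actives have a fitted effect of over 60% in size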
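alpha7betagal+/- myoblasts (passage 13, 250/well) treated 48 h at 37C with compounds at 1:260 dilution of DMSO stock. Lysed, then beta-galactosidase activity read as FDG fluorescence (ex 480/em 540) after 30 min, with pre-read for autofluorescence.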
The depositor's hits bear a star; [ ] = remark or other dose. Unless noted, calls come from the whole dose curve; as a rule, active = well fitted curve in the direction sought with a large enough effect; inconclusive = small, poorly fitted or top-dose-only effect, or another doubt; inactive = no such curve, though single readings can be large; an effect the other way counts as inactive or inconclusive.

How did Cc1cnc(C(=O)Nc2cccc(-c3nnc4n3CCCCC4)c2)cn1 do in these assays?
MBNL1-CUG inh: -5.8%; KCNH2 WT inh: 0.3; GALK inh: -4.2%; AT treatment: 10.4%; ASM inhibitor: 0.8%; CXXC DNA block: 2.6%; KCNH2 3.1 inh: -4.4; TRPV1 ag: 1.8; Coupling enz: 0.1; Integrin act MD: 8.0%

What do the screens show for `COc1ccc(C2=NN(C(=O)CN3CCCC3)C(c3ccc(OC)cc3)C2)cc1` (configuration not stated)?
MBNL1-CUG inh: -2.0%; KCNH2 WT inh: 8.1; GALK inh: -0.1%; AT treatment: 12.2%; ASM inhibitor: -2.0%; CXXC DNA block: -0.5%; KCNH2 3.1 inh: -12.3; TRPV1 ag: -0.7; Coupling enz: 2.4; Integrin act MD: 11.7%

What do the screens show for `CCCCCCSc1nnc(N)s1`?
MBNL1-CUG inh: -4.0%; KCNH2 WT inh: 1.3; GALK inh: -1.0%; AT treatment: 4.1%; ASM inhibitor: -3.5%; CXXC DNA block: -1.0%; KCNH2 3.1 inh: 8.8; TRPV1 ag: 2.1; Coupling enz: 1.0; Integrin act MD: -4.9%

Results for CSc1nc(C)cc(C)c1C#N ?
MBNL1-CUG inh: 4.6%; KCNH2 WT inh: 6.0; GALK inh: -0.6%; AT treatment: -3.2%; ASM inhibitor: -0.2%; CXXC DNA block: 1.7%; KCNH2 3.1 inh: -2.0; TRPV1 ag: 0.2; Integrin act MD: -1.2%

What do the screens show for `CC(C)CC(=O)Nc1ccc(C(=O)COc2ccc(-c3nnco3)cc2)cc1`?
MBNL1-CUG inh: 2.2%; KCNH2 WT inh: -7.4; GALK inh: 3.5%; AT treatment: 5.5%; ASM inhibitor: -5.6%; CXXC DNA block: 0.7%; KCNH2 3.1 inh: -1.0; TRPV1 ag: 15.4; Coupling enz: 2.6; Integrin act MD: -21.9%

What do the screens show for `COc1ccc(C2C=C(c3ccc(F)cc3)NC(=S)N2)cc1OC` (configuration not stated)?
MBNL1-CUG inh: 1.3%; GALK inh: 14.6%; AT treatment: -2.1%; ASM inhibitor: 16.7%; CXXC DNA block: 16.6%; KCNH2 3.1 inh: 36.1; TRPV1 ag: 3.4; Coupling enz: -0.5; Integrin act MD: inconclusive

What do the screens show for `CCOC(=O)N1CCC(=NNC(=O)c2ccccc2F)CC1`?
MBNL1-CUG inh: 2.2%; KCNH2 WT inh: 8.8; GALK inh: -2.0%; AT treatment: -6.5%; CXXC DNA block: -17.6%; KCNH2 3.1 inh: 9.2; TRPV1 ag: 25.6; Coupling enz: -0.1; Integrin act MD: 18.1%

What do the screens show for `Cc1ccc(S(=O)(=O)N2CCC(C(N)=O)CC2)cc1C(=O)NC1CCCCC1`?
KCNH2 WT inh: 3.8; AT treatment: 2.2%; ASM inhibitor: 4.3%; KCNH2 3.1 inh: 12.7; TRPV1 ag: 3.4; Integrin act MD: 7.2%

What do the screens show for `CCC1(C(=O)c2ccc(Cl)cc2)C2c3ccccc3OC(=O)C21C(=O)Nc1ccccc1` (configuration not stated)?
MBNL1-CUG inh: 15.5%; KCNH2 WT inh: -13.2; GALK inh: 2.3%; AT treatment: 1.6%; ASM inhibitor: -17.5%; CXXC DNA block: -8.8%; KCNH2 3.1 inh: -14.1; TRPV1 ag: inconclusive; Coupling enz: -11.3; Integrin act MD: 21.1%

Results for COCCNC(=O)/C(C#N)=C/c1cccc(OCc2ccccc2)c1 ?
MBNL1-CUG inh: -2.0%; KCNH2 WT inh: -2.2; GALK inh: 2.2%; AT treatment: -0.6%; ASM inhibitor: -1.8%; CXXC DNA block: -1.0%; KCNH2 3.1 inh: 3.8; TRPV1 ag: 25.1; Coupling enz: -0.9; Integrin act MD: -18.2%

Results for COc1ccc(S(=O)(=O)N2CCC(C(=O)NCC3CCCCC3)CC2)cc1 ?
MBNL1-CUG inh: 1.8%; KCNH2 WT inh: 0.0; GALK inh: -1.6%; AT treatment: 11.5%; ASM inhibitor: 2.5%; CXXC DNA block: -1.6%; KCNH2 3.1 inh: 3.5; TRPV1 ag: 18.9; Coupling enz: -0.4; Integrin act MD: -21.8%

What do the screens show for `Oc1cncc(Cc2ccccc2)c1`?
MBNL1-CUG inh: 0.8%; KCNH2 WT inh: 5.4; GALK inh: 4.2%; AT treatment: 6.0%; ASM inhibitor: -3.3%; CXXC DNA block: -2.3%; KCNH2 3.1 inh: -3.2; TRPV1 ag: -5.0; Coupling enz: 0.2; Integrin act MD: 39.8%

What do the screens show for `CC(=O)NC1(c2nnnn2CCOC(=O)Nc2ccc(Cl)cc2)CCCC1`?
MBNL1-CUG inh: 3.1%; KCNH2 WT inh: 3.6; GALK inh: 0.0%; AT treatment: 2.8%; ASM inhibitor: -0.9%; CXXC DNA block: -5.3%; KCNH2 3.1 inh: -10.5; TRPV1 ag: -2.8; Coupling enz: 3.0; Integrin act MD: inconclusive

Results for CC1=C(C(=O)Nc2cc(C)ccn2)C(c2ccc(C)cc2)C2=C(CCCC2=O)N1 (configuration not stated) ?
MBNL1-CUG inh: 10.1%; KCNH2 WT inh: 4.5; GALK inh: -0.8%; AT treatment: 10.8%; ASM inhibitor: 495.6%[activator]; CXXC DNA block: 4.7%; KCNH2 3.1 inh: -0.5; TRPV1 ag: 4.0; Coupling enz: -0.6; Integrin act MD: 20.1%

What do the screens show for `CC(C)OCCCNC(=O)NC(=O)c1ccc(Cl)cc1`?
MBNL1-CUG inh: -2.2%; KCNH2 WT inh: 3.5; GALK inh: 2.5%; AT treatment: 3.0%; ASM inhibitor: -0.6%; CXXC DNA block: 12.1%; KCNH2 3.1 inh: 12.4; TRPV1 ag: 10.9; Coupling enz: 4.7; Integrin act MD: 9.5%

Results for Cc1ccc(CC2CC(=O)N(c3ccc(C)cc3)C2=O)cc1 (configuration not stated) ?
MBNL1-CUG inh: 0.2%; KCNH2 WT inh: -2.6; GALK inh: -2.2%; AT treatment: 0.3%; ASM inhibitor: -1.0%; CXXC DNA block: 11.5%; KCNH2 3.1 inh: 3.7; TRPV1 ag: 7.5; Coupling enz: -0.4; Integrin act MD: 2.5%

What do the screens show for `O=C(Cc1ccccc1)NC1CCN(S(=O)(=O)c2cccc(F)c2)CC1`?
MBNL1-CUG inh: -8.6%; KCNH2 WT inh: 2.7; GALK inh: 4.3%; AT treatment: 1.9%; ASM inhibitor: 1.5%; CXXC DNA block: -0.3%; KCNH2 3.1 inh: 6.6; TRPV1 ag: 10.0; Coupling enz: 2.3; Integrin act MD: 1.0%

Results for CC(NC(=O)CCn1c(=S)[nH]c2ccsc2c1=O)c1ccccc1 (configuration not stated) ?
MBNL1-CUG inh: -10.4%; KCNH2 WT inh: 7.8; GALK inh: 0.8%; AT treatment: 4.0%; ASM inhibitor: -0.8%; CXXC DNA block: -6.3%; KCNH2 3.1 inh: 11.1; TRPV1 ag: 4.6; Coupling enz: 0.9; Integrin act MD: 4.8%

Results for Oc1ccc(C[C@H]2CNCCN2CC2(c3ccccc3)CC2)cc1 ?
KCNH2 WT inh: 13.1; AT treatment: -10.1%; ASM inhibitor: 2.5%; KCNH2 3.1 inh: -31.2; TRPV1 ag: 6.4; Integrin act MD: 15.7%

How did Cc1cccc(-n2c(-c3ccncc3)n[nH]c2=S)c1 do in these assays?
MBNL1-CUG inh: -1.7%; KCNH2 WT inh: 14.7; GALK inh: 1.3%; ASM inhibitor: 0.9%; CXXC DNA block: 8.2%; KCNH2 3.1 inh: 11.5; TRPV1 ag: -1.0; Coupling enz: 2.9; Integrin act MD: 24.2%

Quoted at random: two records from the list, in no set order.
Results for COc1ccc(S(=O)(=O)N2CCC(C(=O)NCC3CCCCC3)CC2)cc1 ?
MBNL1-CUG inh: 1.8%; KCNH2 WT inh: 0.0; GALK inh: -1.6%; AT treatment: 11.5%; ASM inhibitor: 2.5%; CXXC DNA block: -1.6%; KCNH2 3.1 inh: 3.5; TRPV1 ag: 18.9; Coupling enz: -0.4; Integrin act MD: -21.8%

Results for CSc1nc(C)cc(C)c1C#N ?
MBNL1-CUG inh: 4.6%; KCNH2 WT inh: 6.0; GALK inh: -0.6%; AT treatment: -3.2%; ASM inhibitor: -0.2%; CXXC DNA block: 1.7%; KCNH2 3.1 inh: -2.0; TRPV1 ag: 0.2; Integrin act MD: -1.2%

Source: PubChem
